Screening results: PubChem, Sanford-Burnham Center for Chemical Genomics
PfG6PD inh: PfG6PD enzyme inhibitors, primary screen, biochemical, fluorescence intensity, uHTS | glucose-6-phosphate dehydrogenase-6-phosphogluconolactonase (Plasmodium falciparum 3D7) | PfGluPho enzyme, NADPH resazurin-diaphorase fluorescence | inhibition, % at 20 µM | hit rate 0.78% among 350,000 | AID 504690, 2011;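 active means inhibition reaching at least a set limit at 20 µM in the primary screen, cut at about 59% in these data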;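 further: 0% = DMSO wells with substrate and 100% = DMSO wells lacking glucose-6-phosphate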
SENP8 block-1: human SENP8 protease inhibitors, primary screen, biochemical, fluorescence, Nedd8 protein substrate, uHTS; Sentrin-specific protease 8 (Homo sapiens), Q96LD8; recombinant SENP8; inhibition, % at 20 µM; hit rate 0.64% among 360,000; AID 602440, 2012; in the data active means inhibition mostly above about 40%, no sharp cut-off; inactive means mostly below about 27%
HKDC1 inhibitor: HKDC1 hexokinase inhibitors, primary screen, biochemical, fluorescence, uHTS. Q2TB90. hit rate 0.16% among 340,000. inhibition, % at 20 µM. recombinant HKDC1, G6PDH/diaphorase resazurin coupled fluorescence;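 active means inhibition above about 35% when tested at 20 µM, limit read from the data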;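 further: plate controls were DMSO wells with enzyme for no effect and DMSO wells lacking enzyme for full effect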
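Test system: recombinant HKDC1 (HK5) hexokinase enzyme, produced in-house / Doses: 20 µM test compound, 1% DMSO / Timing: 90 min, room temperature / Detection: G6PDH/diaphorase-coupled fluorescence, 1 mM NADP, 100 µM resazurin, 525/613 nm / Control set: DMSO wells with and without enzyme mix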
Apaf1 inhib: inhibitors of human Apaf-1 apoptosome, primary screen, biochemical, DEVD-Rh110 fluorescence, uHTS; reconstituted apoptosome caspase-3 activity; inhibition, % at 20 µM; hit rate 0.71% among 330,000; active means inhibition of at least 40% at 20 µM;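 further: plate controls were DMSO wells for no effect and DEVD-CHO caspase inhibitor wells for full effect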
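Material: biochemical Apaf-1 apoptosome reconstitution. Medium: Hepes buffer, pH 7.5. Also added: cytochrome c activation, bis-DEVD rhodamine 110 substrate. Timing: 30 min compound preincubation, 50 min activation, room temperature. Measured by: rhodamine 110 fluorescence at Ex 480/Em 540 nm.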
SENP7 block: SENP7 protease inhibitors, primary screen, biochemical, luminescence, uHTS; inhibition, % at 5 µM; hit rate 1.5% among 330,000; recombinant SENP7, Z-RLRGG-aminoluciferin luminescence, 40 min; Sentrin-specific protease 7 (Homo sapiens), Q9BQF6;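 active means inhibition above about 50% at the single test dose, limit read from the data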;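 further: plate controls were DMSO with enzyme for no effect and no enzyme buffer wells for full effect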
SENP8 block-2: SENP8 protease inhibitors, primary screen, biochemical, luminescence | Sentrin-specific protease 8 (Homo sapiens), Q96LD8 | purified SENP8, Z-RLRGG-aminoluciferin cleavage | inhibition, % at 10 µM | hit rate 1.2% among 330,000 | AID 2540, 2010; in the data active means inhibition above about 50%
NALP3 yeast inh: NALP3 inflammasome inhibitors in reconstituted yeast, primary screen, luminescence, uHTS; AID 2825, 2010; hit rate 0.39% among 330,000; Yeast reconstituted NLRP3/ASC/caspase-1, beta-gal luminescence, 24 h; inhibition, % at 10 µM;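 active means inhibition of 50% or more; inactive means inhibition below 50%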;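 further: plate controls were induced DMSO wells for no effect and uninduced yeast grown without galactose for full effect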
SENP1 inh: human SENP1 catalytic domain inhibitors, primary screen, biochemical, FRET, uHTS | recombinant SENP1 catalytic domain, CyPet-SUMO1-YPet FRET cleavage | hit rate 0.21% among 360,000 | inhibition, % at 10 µM | Sentrin-specific protease 1 (Homo sapiens), Q9P0U3 | AID 624204, 2012;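 active means inhibition at least 30% at 10 µM, raw YFP signal under a set limit, fluorescence ratio 0.5 to 1.5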;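 further: 0% = enzyme with DMSO and 100% = no enzyme wells; some results filed as inactive read as strong as hits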
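system = hSENP1 catalytic domain, recombinant | reagent = SFCypet-SUMO1-SFYpet substrate at 25 nM | doses = one dose per compound, 10 µM, 0.5% DMSO | incubation = enzyme reaction for 50 min at room temperature, dark | measured by = FRET, CFP and YFP emission | controls = no-enzyme low, enzyme-DMSO high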
SENP6 block: SENP6 protease inhibitors, primary screen, biochemical, luminescence, uHTS. Sentrin-specific protease 6 (Homo sapiens), Q9GZR1. Recombinant SENP6 catalytic domain, aminoluciferin luminescence. inhibition, % at 10 µM. hit rate 1.8% among 330,000;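 active means inhibition above about 50% at the single tested dose, limit read from the data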;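 further: plate controls were DMSO wells with enzyme for no effect and DMSO wells lacking enzyme for full effect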
Active calls of the source: *.

Cc1ccc2c(c1)c1c(n2CC(O)Cn2nc(C)c(Br)c2C)C(=O)CCC1 (stereo not given) was read as PfG6PD inh -7, SENP8 block-1 inactive, HKDC1 inhibitor -2, Apaf1 inhib 25, SENP7 block 0, SENP8 block-2 0, NALP3 yeast inh 4, SENP1 inh -2 and SENP6 block -3.
For CCCCn1cc(C(=O)c2cc(Br)ccc2O)cc(C#N)c1=O the results were PfG6PD inh -5, SENP8 block-1 15, HKDC1 inhibitor 0, Apaf1 inhib 15, SENP7 block 7, SENP8 block-2 -2, NALP3 yeast inh 14, SENP1 inh 1 and SENP6 block -12.
N/C(=N\OC(=O)c1ccccc1)C(Cc1ccccc1)C(=O)NOC(=O)c1ccccc1 (stereo not given) was read as PfG6PD inh -28, SENP8 block-1 -24, HKDC1 inhibitor 3 and SENP1 inh -4.
CC(C)(O)C(O)COc1c2ccoc2cc2oc(=O)ccc12 (stereo not given) was read as PfG6PD inh -4, SENP8 block-1 -49, HKDC1 inhibitor -4, Apaf1 inhib -2, SENP7 block 6, SENP8 block-2 6, NALP3 yeast inh 8, SENP1 inh -10 and SENP6 block -11.
For CC1(C)CC(=O)C2=C(C1)NCN(Cc1ccccc1)C2 the results were PfG6PD inh -8, SENP8 block-1 4, HKDC1 inhibitor -2, Apaf1 inhib -2, SENP7 block 5, SENP8 block-2 -2, NALP3 yeast inh 13, SENP1 inh -1 and SENP6 block -8.
`CCOc1nc(-c2ccncc2)nc2ccccc12` gave PfG6PD inh -15, SENP8 block-1 31, HKDC1 inhibitor 10, Apaf1 inhib -3, SENP7 block -8, SENP8 block-2 -1, NALP3 yeast inh 42, SENP1 inh 1 and SENP6 block 2.
CN1CCN(C2=Cc3ccccc3Sc3cc(F)c(Cl)cc32)CC1 was read as PfG6PD inh 10, SENP8 block-1 20, HKDC1 inhibitor 7, Apaf1 inhib 9, SENP7 block 7, SENP8 block-2 -7, NALP3 yeast inh 35, SENP1 inh -1 and SENP6 block -17.
CCCCCCCCNC(=O)c1cccnc1SCC(=O)Nc1ccc(OC)cc1OC was read as PfG6PD inh -11, SENP8 block-1 21, HKDC1 inhibitor -10, Apaf1 inhib -3, SENP7 block -4, SENP8 block-2 0, NALP3 yeast inh 10, SENP1 inh -1 and SENP6 block -17.
Screening O=C(COc1ccccc1O)Nc1ccccc1Cl returned PfG6PD inh -2, SENP8 block-1 3, HKDC1 inhibitor -6, Apaf1 inhib 1, SENP7 block 2, SENP8 block-2 3, NALP3 yeast inh 16, SENP1 inh 2 and SENP6 block 15.
For CC1(C(=O)NCC2CCCO2)Oc2cccnc2NC1=O (stereo not given) the results were PfG6PD inh 6, SENP8 block-1 2, HKDC1 inhibitor -7, Apaf1 inhib -32, SENP7 block 11, SENP8 block-2 3, NALP3 yeast inh 1, SENP1 inh 3 and SENP6 block 21.
`COc1ccc(-n2nc(C(=O)NCC(=O)Nc3cccc(Cl)c3)c3ccccc3c2=O)cc1OC` gave PfG6PD inh -2, SENP8 block-1 -73, HKDC1 inhibitor 3, Apaf1 inhib 6, SENP7 block -5, SENP8 block-2 6, NALP3 yeast inh -2, SENP1 inh 3 and SENP6 block -16.
Cc1cc(C)n2nc(SCCC(=O)NCc3ccccc3)nc2n1 was read as PfG6PD inh 10, SENP8 block-1 9, HKDC1 inhibitor 12, Apaf1 inhib -15, SENP7 block 4, SENP8 block-2 5, NALP3 yeast inh 6, SENP1 inh 1 and SENP6 block -10.
`NC1(C(=O)O)CSSC1` gave PfG6PD inh 12, SENP8 block-1 38, HKDC1 inhibitor -5 and SENP1 inh 0.
For O=C(CNC(=O)c1cccc(F)c1)N/N=C/c1cccnc1 the results were PfG6PD inh -11, SENP8 block-1 2, HKDC1 inhibitor -4, Apaf1 inhib -7, SENP7 block -12, SENP8 block-2 -4, NALP3 yeast inh -4, SENP1 inh 4 and SENP6 block 6.
For c1ccc(-c2nnnn2CCOCCn2nnnc2-c2ccccc2)cc1 the results were PfG6PD inh 5, SENP8 block-1 1, HKDC1 inhibitor -15, Apaf1 inhib -17, SENP7 block -1, SENP8 block-2 -1, NALP3 yeast inh 13, SENP1 inh 2 and SENP6 block 3.

2 entries picked at random from the list so far:
Cc1ccc2c(c1)c1c(n2CC(O)Cn2nc(C)c(Br)c2C)C(=O)CCC1 (stereo not given) was read as PfG6PD inh -7, SENP8 block-1 inactive, HKDC1 inhibitor -2, Apaf1 inhib 25, SENP7 block 0, SENP8 block-2 0, NALP3 yeast inh 4, SENP1 inh -2 and SENP6 block -3.
`COc1ccc(-n2nc(C(=O)NCC(=O)Nc3cccc(Cl)c3)c3ccccc3c2=O)cc1OC` gave PfG6PD inh -2, SENP8 block-1 -73, HKDC1 inhibitor 3, Apaf1 inhib 6, SENP7 block -5, SENP8 block-2 6, NALP3 yeast inh -2, SENP1 inh 3 and SENP6 block -16.

(next part)
For Cc1cc(C)c(O)c(-c2cc(C(=O)Nc3cccnc3)[nH]n2)c1 the results were PfG6PD inh -8, SENP8 block-1 31, HKDC1 inhibitor -8, Apaf1 inhib -6, SENP7 block 25, SENP8 block-2 30, NALP3 yeast inh 4, SENP1 inh 1 and SENP6 block 68*.
O=S(=O)(NCc1ccc(F)cc1)c1cccc(S(=O)(=O)N2CCOCC2)c1 was read as PfG6PD inh -14, SENP8 block-1 12, HKDC1 inhibitor -12, Apaf1 inhib -10, SENP7 block 6, SENP8 block-2 0, NALP3 yeast inh -7, SENP1 inh 1 and SENP6 block 7.
`Nc1cc([N+](=O)[O-])ccc1Nc1ccc(O)cc1` gave PfG6PD inh 56, SENP8 block-1 39, HKDC1 inhibitor 6, Apaf1 inhib 7, SENP7 block 7, SENP8 block-2 6, NALP3 yeast inh 32, SENP1 inh 21 and SENP6 block -4.
`N/C(=N\OC(=O)/C=C/c1ccccc1)c1ccccc1` gave PfG6PD inh 3, SENP8 block-1 9, HKDC1 inhibitor -5, Apaf1 inhib 8, SENP7 block -2, SENP8 block-2 80*, NALP3 yeast inh 3, SENP1 inh 3 and SENP6 block 90*.
`CSc1nc(N)c2c3c(sc2n1)COC(C(C)C)C3` (stereo not given) gave PfG6PD inh 30, SENP8 block-1 -41, HKDC1 inhibitor -2, Apaf1 inhib 4, SENP7 block 4, SENP8 block-2 5, NALP3 yeast inh 29, SENP1 inh -61 and SENP6 block 9.
Screening CC(C)CC(=O)OCc1cn(-c2ccccc2)nn1 returned PfG6PD inh 6, SENP8 block-1 12, HKDC1 inhibitor -3, Apaf1 inhib -3, SENP7 block 2, SENP8 block-2 -4, NALP3 yeast inh 0, SENP1 inh 4 and SENP6 block -11.
CCCN(CC(=O)Nc1ccccc1C)C(=O)c1cccc(S(=O)(=O)N2CCN(c3ccccc3)CC2)c1 was read as PfG6PD inh 3, SENP8 block-1 1, HKDC1 inhibitor -3, Apaf1 inhib 15, SENP7 block -5, SENP8 block-2 5, NALP3 yeast inh 5, SENP1 inh 1 and SENP6 block -1.
For CC1(c2ccc(OC(F)F)cc2)NC(=O)N(CC(=O)N2c3ccccc3NC(=O)C2(C)C)C1=O (stereo not given) the results were PfG6PD inh -4, SENP8 block-1 17, HKDC1 inhibitor -2, Apaf1 inhib 1, SENP7 block -5, SENP8 block-2 5, NALP3 yeast inh -5, SENP1 inh 2 and SENP6 block -2.
Screening O=c1cc(N2CCc3ccccc3C2)[nH]c(=O)n1Cc1ccc(F)cc1 returned PfG6PD inh 8, SENP8 block-1 -27, HKDC1 inhibitor -6, Apaf1 inhib 13, SENP7 block 6, SENP8 block-2 6, NALP3 yeast inh 16, SENP1 inh -49 and SENP6 block -1.
O=C(COc1ccc(Cl)cc1)NNC(=S)NCc1ccccc1 was read as PfG6PD inh -16, SENP8 block-1 12, HKDC1 inhibitor 6, Apaf1 inhib 15, SENP7 block 10, SENP8 block-2 -3, NALP3 yeast inh 10, SENP1 inh 0 and SENP6 block -15.
For COc1ccc(N=NC2=C(O)CC(C)(C)CC2=O)cc1 the results were PfG6PD inh -1, SENP8 block-1 28, HKDC1 inhibitor 0, Apaf1 inhib -9, SENP7 block 4, SENP8 block-2 -3, NALP3 yeast inh 8, SENP1 inh 15 and SENP6 block -1.
`Cc1ccc(S(=O)(=O)NC(=O)COc2ccc(Cl)cc2Cl)cc1` gave PfG6PD inh -26, SENP8 block-1 11, HKDC1 inhibitor 0, Apaf1 inhib 9, SENP7 block 15, SENP8 block-2 -6, NALP3 yeast inh -1, SENP1 inh 2 and SENP6 block -22.
COc1ccc(NC(=O)COC(=O)CCc2ccc(S(=O)(=O)N3CCOCC3)cc2)c(OC)c1 was read as PfG6PD inh 3, SENP8 block-1 11, HKDC1 inhibitor -5, Apaf1 inhib -2, SENP7 block 2, SENP8 block-2 4, NALP3 yeast inh -12, SENP1 inh 3 and SENP6 block -2.
Cc1cc(C(=O)CN2C(=O)NC3(CCCCC3)C2=O)c(C)n1Cc1ccco1 was read as PfG6PD inh 4, SENP8 block-1 22, HKDC1 inhibitor -5, Apaf1 inhib 0, SENP7 block 3, SENP8 block-2 9, NALP3 yeast inh 1, SENP1 inh -1 and SENP6 block 9.
O=C(NC1CCCCC1)C(c1ccc(O)cc1)N(C(=O)c1cnccn1)c1cccc(F)c1 (stereo not given) was read as PfG6PD inh -6, SENP8 block-1 17, HKDC1 inhibitor -6, Apaf1 inhib 4, SENP7 block -7, SENP8 block-2 8, NALP3 yeast inh 19, SENP1 inh 1 and SENP6 block -1.
For COc1nc(-c2ccc(Cl)cc2)ccc1-c1noc(-c2ccco2)n1 the results were PfG6PD inh -1, SENP8 block-1 -118, HKDC1 inhibitor 1, Apaf1 inhib 7, SENP7 block -2, SENP8 block-2 -6, NALP3 yeast inh -9, SENP1 inh -33 and SENP6 block -8.
O=C1C2C(C(=O)N1CCc1ccccc1)C1C=CC2C12CC2 (stereo not given) was read as PfG6PD inh 6, SENP8 block-1 5, HKDC1 inhibitor -7, Apaf1 inhib -2, SENP7 block 5, SENP8 block-2 5, NALP3 yeast inh 2, SENP1 inh 2 and SENP6 block -4.
Screening CCN(C(=O)COC(=O)CCC(=O)c1ccc(C)cc1)c1c(N)n(Cc2ccccc2)c(=O)[nH]c1=O returned PfG6PD inh -4, SENP8 block-1 5, HKDC1 inhibitor -8 and SENP1 inh 1.
`COc1ccc(NC(=O)CSc2nc(C)cc(C)n2)cc1` gave PfG6PD inh -13, SENP8 block-1 19, HKDC1 inhibitor -5, Apaf1 inhib -2, SENP7 block 7, SENP8 block-2 4, NALP3 yeast inh 9, SENP1 inh 0 and SENP6 block -12.
